LRH-1 inv ag = suppresses constitutive activity of human LRH-1 | HEK293T StAR-luciferase reporter, LRH-1 transfected, 24 h | inhibition, % at 3.6 µM | AID 602396 | 360,000 compounds, 0.13% hits | O00482;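 active means inhibition above the mean inhibition of all tested compounds plus 3 SD, cut at about 73% in these data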;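 further: 0% = DMSO wells and 100% = reporter-only cells lacking LRH-1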
TROY NFkB inh = blocks TROY-dependent signaling in reporter cells; Q293 LMP1-TROYcd NF-kB luciferase reporter, 4 h; inhibition, % at 10 µM; 360,000 compounds, 0.98% hits;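 active means compounds whose plate-normalised and pattern-corrected inhibition of the luciferase reporter signal at the single screening dose is 50% or more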
TLR9-MyD88 inh = blocks human TLR9 binding to MyD88; Q9NR96+Q99836; 340,000 compounds, 0.21% hits; inhibition, % at 4.98 µM; CHO BLA complementation TLR9-MyD88, CCF4 FRET ratio; AID 504734;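 active means inhibition above the mean over all tested compounds plus 3 SD, cut at about 21% in these data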;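 further: 0% = DMSO only wells and 100% = clavulanate BLA inhibitor control wells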
EBV LMP1 NFkB = inhibitors of Epstein-Barr LMP1-induced NF-kappaB reporter. inhibition, % at 12.5 µM. LMP1-induced NF-kappaB luciferase reporter cells, luminescence. AID 504558. 350,000 compounds, 0.69% hits; in the data active means inhibition above about 41%;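 further: 0% = neutral control wells and 100% = reference inhibitor control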
C8 TRAIL sens = sensitizes caspase-8 expressing cells to TRAIL. NB7+C8 cells + TRAIL, ATPlite viability luminescence. inhibition (viability loss, TRAIL sensitization), % at 10 µM. 360,000 compounds, 1% hits. AID 624354;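 active means compounds causing at least 50% loss of cell viability in the single-dose screen, relative to plate controls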
NCOA2 inhibitor = inhibits human steroid receptor coactivator 2. AID 651957. HEK293 GAL4-SRC2 luciferase reporter, luminescence. Q15596. inhibition, % at 9 µM. 370,000 compounds, 0.17% hits;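 active means inhibition above the mean inhibition of all tested compounds plus 3 SD, set per campaign, cut at about 52% in these data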;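 further: 0% = DMSO treated cells and 100% = cells given Gossypol at 36 µM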
COUP-TFII inh = blocks human COUP-TFII nuclear receptor; P24468; HEK293T NGFI-A luciferase reporter, luminescence; inhibition, % at 8.6 µM; 370,000 compounds, 0.7% hits;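 active means inhibition above a per-plate cutoff, mean inhibition of test wells between control levels plus 3 SD, cut at about 38% in these data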;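 further: cells cotransfected with COUP-TFII expression vector driving the NGFI-A reporter; 0% = median of COUP-TF2 test wells and 100% = reporter-only cells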
NCOA3 inh = human NCOA3 inhibition. inhibition, % at 3.6 µM. HEK293 GAL4-SRC3 luciferase reporter, luminescence. 360,000 compounds, 0.17% hits. AID 588352;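 active means inhibition above a per-campaign cutoff, the mean of all compounds plus 3 SD, cut at about 60% in these data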;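 further: 0% = DMSO-treated cells and 100% = gossypol-treated cells at 36 µM; higher means less SRC3-driven luciferase light from the GAL4 reporter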
TWEAK-Fn14 inh = TWEAK-Fn14 signaling inhibition; TWEAK-stimulated Fn14 reporter cells, luciferase luminescence, 8 h; inhibition, % at 10 µM; 360,000 compounds, 2% hits; AID 1159606; in the data active means inhibition above about 50%
NOD2-RIPK2 inh = NOD2-RIPK2 protein interaction inhibition. O43353. CHO BLA complementation NOD2-RIPK2, CCF4 ratio. inhibition, % at 4.98 µM. 360,000 compounds, 0.38% hits. AID 624267; in the data active means inhibition above about 21%;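 further: 0% = vehicle only and 100% = reference blocker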
NCOA1 inh = human NCOA1 inhibition | Q15788 | HEK293 GAL4-SRC1 luciferase reporter, luminescence | 360,000 compounds, 0.12% hits | inhibition, % at 3.6 µM;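 active means inhibition above the campaign mean plus 3 SD, with each screening campaign given its own cutoff, cut at about 60% in these data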;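 further: 0% = DMSO treated cells and 100% = gossypol at 36 µM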
* marks the source's active call; other numbers are inactive results; x = not tested or not shown.

Sample of the layout:
SMILES | LRH-1 inv ag | TROY NFkB inh | TLR9-MyD88 inh | EBV LMP1 NFkB | C8 TRAIL sens | NCOA2 inhibitor | COUP-TFII inh | NCOA3 inh | TWEAK-Fn14 inh | NOD2-RIPK2 inh | NCOA1 inh
CC(=O)Nc1ccc(NC(=O)CSc2ccc([N+](=O)[O-])cn2)cc1 | -1 | 1 | 8 | 4 | -10 | -14 | 1 | 16 | -1 | -7 | 4
Cc1cc(C)nc(N2CCCC(C(=O)Nc3cc(F)ccc3C)C2)n1 (stereo unspecified) | -5 | 0 | -15 | 1 | -19 | 12 | 13 | -10 | 9 | 5 | 8
CCOc1cc(/C=N/OC(C)=O)ccc1OCc1ccccc1 | 7 | -19 | -13 | 1 | -6 | 1 | 6 | -9 | -15 | -7 | -12
Cn1c(=O)cc(OCC(=O)NCCc2ccc(Cl)cc2)c2ccccc21 | -16 | -40 | -1 | 13 | 1 | -14 | -18 | 5 | -14 | -3 | -6
CC(=O)Oc1ccccc1C(=O)Nc1ccccc1 | -37 | -71 | 11 | -12 | 6 | -46 | -31 | -50 | -16 | 1 | -49
COc1ccc(NS(=O)(=O)c2ccc3nc(COc4ccc(Cl)c(C)c4)[nH]c3c2)cc1 | 0 | 26 | 8 | 9 | 2 | 0 | -13 | 13 | 37 | -9 | 4

The list itself (from the top)
SMILES | LRH-1 inv ag | TROY NFkB inh | TLR9-MyD88 inh | EBV LMP1 NFkB | C8 TRAIL sens | NCOA2 inhibitor | COUP-TFII inh | NCOA3 inh | TWEAK-Fn14 inh | NOD2-RIPK2 inh | NCOA1 inh
CC(=O)Nc1ccc(NC(=O)CSc2ccc([N+](=O)[O-])cn2)cc1 | -1 | 1 | 8 | 4 | -10 | -14 | 1 | 16 | -1 | -7 | 4
Cc1cc(C)nc(N2CCCC(C(=O)Nc3cc(F)ccc3C)C2)n1 (stereo unspecified) | -5 | 0 | -15 | 1 | -19 | 12 | 13 | -10 | 9 | 5 | 8
CCOc1cc(/C=N/OC(C)=O)ccc1OCc1ccccc1 | 7 | -19 | -13 | 1 | -6 | 1 | 6 | -9 | -15 | -7 | -12
Cn1c(=O)cc(OCC(=O)NCCc2ccc(Cl)cc2)c2ccccc21 | -16 | -40 | -1 | 13 | 1 | -14 | -18 | 5 | -14 | -3 | -6
CC(=O)Oc1ccccc1C(=O)Nc1ccccc1 | -37 | -71 | 11 | -12 | 6 | -46 | -31 | -50 | -16 | 1 | -49
COc1ccc(NS(=O)(=O)c2ccc3nc(COc4ccc(Cl)c(C)c4)[nH]c3c2)cc1 | 0 | 26 | 8 | 9 | 2 | 0 | -13 | 13 | 37 | -9 | 4
Cc1cc(S(=O)(=O)NCC(C)C)ccc1OCC(=O)NCc1ccco1 | 1 | 4 | 6 | 2 | -5 | -5 | 14 | -2 | 0 | -3 | 2
CCN(CC)c1ncnc2c1[nH]c1ccccc12 | 11 | x | -6 | 18 | 4 | -5 | 2 | -6 | 1 | 2 | 9
Cc1ccnc(Nc2nc3ccccc3s2)n1 | -94 | 6 | 2 | -30 | 21 | -65 | -45 | -90 | 38 | 3 | -94
O=C(c1sc2ccccc2c1Cl)N1CCN(c2ccccc2F)CC1 | -4 | -2 | 3 | 6 | -13 | -3 | 7 | -2 | -14 | 0 | -2
O=C(OCc1c(Cl)nc2sccn12)c1cc2c(s1)CCCC2 | -5 | -17 | 0 | -4 | -5 | 8 | 13 | 6 | -7 | -11 | -10
Cc1[nH]nc(-c2ccc(O)cc2O)c1-c1nc2ccccc2s1 | -15 | 15 | -4 | -6 | 2 | 3 | 2 | 6 | 1 | -23 | -7
Cc1ccc(-c2noc(C3CCCN(C(=O)c4ccc(Cl)cc4)C3)n2)o1 (stereo unspecified) | 4 | -42 | -11 | -6 | 10 | 0 | 1 | -2 | -17 | -11 | -13
C=CCn1c(SCc2cc(=O)n3ccsc3n2)nc2scc(C3CC3)c2c1=O | -12 | 42 | 7 | -11 | 8 | -22 | 6 | -12 | -5 | -2 | -21
Cc1ccc(CC2CC(=O)N(c3ccncc3)C2=O)cc1 (stereo unspecified) | -8 | -2 | 6 | -3 | -8 | 3 | 16 | 27 | -12 | 2 | -10
OCC#CCSc1nnc(-c2cccc3ccccc23)o1 | -1 | -18 | 7 | -2 | -6 | -2 | 5 | -3 | -22 | 3 | -9
O=C(CN1C(=O)/C(=C/c2cccc(Br)c2)SC1=S)NCCCN1CCOCC1 | 9 | -6 | -1 | 3 | -4 | 8 | -5 | 12 | -2 | -1 | -18
COc1ccc(-c2ccc(=O)n(Cc3c(F)cccc3Cl)n2)cc1 | -8 | -42 | 0 | 3 | -4 | -15 | -11 | -11 | 3 | -1 | -3
Cc1ccc(-c2cc(NC(=O)c3ccccc3)on2)cc1 | -127 | -64 | 24* | -11 | 9 | -49 | -8 | -95 | -28 | -6 | -111
COc1cc(C2C(C#N)=C(N)Oc3n[nH]c(C)c32)ccc1OC(=O)c1ccccc1 (stereo unspecified) | 14 | 3 | -5 | -11 | 13 | 5 | -7 | -2 | 9 | -4 | -23
N#Cc1cccc(NC(=O)CSc2n[nH]c(=O)[nH]c2=O)c1 | 22 | 1 | 4 | -3 | -11 | -19 | -6 | 12 | -2 | 2 | 5
Cc1sc2ccccc2[n+]1CC(=O)O | 5 | 12 | -8 | -2 | -7 | 15 | -2 | -10 | 15 | -5 | -6
COc1ccc(C)cc1NC(=O)CSc1nnnn1Cc1ccccc1 | 8 | 2 | -3 | -3 | -9 | 15 | -4 | 19 | -7 | -1 | 6
Cc1cc(N2CCN(c3ccccc3)CC2)n2c(n1)nc1ccccc12 | -3 | -18 | -6 | -6 | -13 | -7 | -2 | -8 | -12 | 2 | -6
COc1ccc(-c2nnc(SCC(=O)Nc3sc4c(c3C#N)CCCC4)n2-c2ccccc2)cc1 | 3 | 2 | 3 | -44 | 13 | -9 | 19 | -7 | -53 | -1 | 7
SMILES | LRH-1 inv ag | TROY NFkB inh | TLR9-MyD88 inh | EBV LMP1 NFkB | C8 TRAIL sens | NCOA2 inhibitor | COUP-TFII inh | NCOA3 inh | TWEAK-Fn14 inh | NOD2-RIPK2 inh | NCOA1 inh
COc1ccc(NC(=O)c2ccc(CNc3c(N4CCCC4)c(=O)c3=O)cc2)cc1Cl | 3 | -20 | -1 | 2 | 16 | -31 | 11 | -3 | 17 | -9 | -1
CCOC(=O)N1CCN(C(=O)c2ccc3nc4ccc(Cl)cc4c(=O)n3c2)CC1 | -8 | -6 | -3 | 4 | 7 | 18 | 14 | -47 | -32 | -9 | -12
CCC(C)Sc1nc(C)nc2c1c(=O)n(C)c(=O)n2C (stereo unspecified) | -1 | -3 | 9 | -7 | -14 | 6 | -1 | -13 | -21 | 1 | -8
CSc1nsc2nc(=O)c(/C=C3\C=Nc4ccccc43)c(N)n12 | -14 | -24 | 0 | -7 | -10 | -16 | -5 | -33 | -38 | -11 | -16
Cc1onc(-c2c(Cl)cccc2Cl)c1C(=O)N1C=CC(C(F)(F)F)=NCC1 | 10 | -6 | 1 | -5 | -10 | -25 | 12 | 1 | 18 | -8 | 13
COc1ccc(-n2c(SCC(=O)N3CCOCC3)nc(O)cc2=O)cc1 | -2 | -11 | 0 | 0 | -4 | -7 | 12 | -4 | -4 | -3 | -46
C/C(CCc1ccco1)=N\NC(=O)CNc1c(Br)cc(Br)cc1Br | -4 | 1 | 12 | -10 | -9 | -21 | -4 | -2 | 0 | -3 | 8
O=c1[nH][nH]c2c1[C@@H](c1ccc(F)cc1)O[C@H](C1CCCCC1)C2 | 8 | 3 | x | x | -8 | 7 | 15 | x | 6 | -6 | x
COC(=O)c1ccccc1C(=O)N(Cc1cccnc1)CC1CCCN(C2CCCCC2)C1 (stereo unspecified) | -8 | -15 | 5 | -1 | -11 | -13 | -8 | -11 | -1 | -5 | 0
O=C(COC(=O)/C=C/c1ccc2c(c1)OCO2)Nc1ccc(S(=O)(=O)N2CCCC2)cc1 | 5 | -2 | 9 | -8 | 6 | 9 | -4 | 19 | 10 | 5 | 12
CC(C(=O)NCc1ccccn1)c1ccc([N+](=O)[O-])cc1 (stereo unspecified) | 14 | -7 | -3 | -5 | -8 | 4 | 3 | 23 | 9 | -5 | 18
Cc1ccccc1CSc1nc2n(n1)C(c1cccs1)C1=C(CCCC1=O)N2 (stereo unspecified) | -9 | -6 | -7 | 1 | 1 | 5 | -5 | 4 | 15 | -6 | 7
COc1ccc(C2=NOC(C(=O)NC(C)C)C2)cc1 (stereo unspecified) | -17 | -12 | -10 | -8 | -3 | 0 | 1 | -21 | 11 | 4 | -24
Cc1ccc(Cn2c(SC3CCOC3=O)nc3ccccc3c2=O)cc1 (stereo unspecified) | 11 | -12 | 0 | 2 | -7 | 12 | -22 | 31 | 11 | -1 | -1
Fc1ccccc1COc1ccc(C(=S)N2CCCC2)cc1 | -59 | -48 | -7 | -20 | 7 | 6 | -19 | -60 | 9 | -1 | -56
CCCC(=O)n1nc(-c2cccnc2)nc1NCc1ccccc1 | -3 | 28 | -2 | -1 | -4 | 14 | 4 | 13 | 5 | -22 | 8
COc1ccc(C(=O)C2CCCN(C(=O)c3cc(C)on3)C2)cc1F (stereo unspecified) | 2 | 6 | 1 | 1 | -6 | -4 | -15 | -21 | -14 | -9 | 1
O=C(c1ccccc1)N1CCN(C2CCCCCC2)CC1 | 2 | 16 | 6 | 0 | -7 | -9 | 1 | 19 | 14 | -3 | -10
O=C(Cn1nnc2c(cnn2-c2ccc(F)cc2)c1=O)c1ccccc1F | -7 | -44 | -3 | -22 | -13 | -12 | 14 | 9 | -10 | -28 | 8
COCCNC(=O)C(C)Oc1ccc(Cl)cc1Cl (stereo unspecified) | -14 | 7 | -1 | 4 | 1 | -32 | 7 | -16 | 8 | 1 | 3
COc1ccc(C/C(C)=N/NC(=O)c2cccnc2)cc1 | -3 | 8 | -10 | -4 | 12 | -31 | -11 | -1 | 23 | -12 | -2
CC1(c2ccc(Cl)cc2)NC(=O)N(CN2CCOCC2)C1=O (stereo unspecified) | -9 | 9 | -3 | -1 | 7 | -16 | 7 | 5 | 21 | 2 | -16
Cn1c(/C(C#N)=C/c2ccncc2)nc2ccccc21 | 11 | -10 | 4 | 16 | 2 | -19 | 13 | -2 | 14 | -1 | -32
Cc1ccccc1NC(=O)CSC(=O)c1ccccc1 | 12 | 10 | 0 | -4 | 1 | 1 | -6 | 16 | 2 | 5 | -14
FC(F)C(F)(F)Oc1cccc(-c2n[nH]c(=S)n2Cc2ccccc2)c1 | 3 | -2 | 2 | 4 | 17 | -13 | -7 | -11 | -15 | 15 | 6
Clc1ccc(-c2csc(N3CCCCCC3)n2)cc1 | 1 | -9 | -8 | -23 | -10 | -17 | -1 | -17 | -16 | -11 | -19
CC(Sc1nnc2ccccn12)C(N)=O (stereo unspecified) | -16 | 15 | -4 | 5 | 1 | -25 | -2 | 8 | 20 | 6 | -15
C=C1C[C@H]2[C@@H]3C=C(C)C4=CC(=O)CC[C@]4(C)[C@H]3CC[C@]2(C)[C@@]1(OC(C)=O)C(C)=O | 3 | 18 | -5 | -1 | 3 | -17 | -8 | -16 | -4 | -6 | -23
Cn1cccc1C(C#N)c1ccccc1C#N (stereo unspecified) | 1 | 2 | 1 | 0 | -2 | -11 | -1 | 0 | 10 | -3 | -6

This is a subset, so the mix of outcomes need not match the whole.
